Tau FP inhib: qHTS for Inhibitors of Tau Fibril Formation, Fluorescence Polarization; Microtubule-associated protein tau (Homo sapiens), P10636; K18 P301L tau heparin fibrillization, Alexa594 FP, 6 h; Potency, µM (series often up to 57.7 µM), without a hit: top-dose activity, negative = inhibition, most hits filed as inhibitors; 280,000 compounds, 0.39% hits; note: potency is the fitted concentration of half-maximal effect; % is set by controls: 0 for no effect and ±100 for the full control effect; nearly all actives have a fitted effect of over 55% in size
Target sequence (P10636 561-689 P618L limits assumed): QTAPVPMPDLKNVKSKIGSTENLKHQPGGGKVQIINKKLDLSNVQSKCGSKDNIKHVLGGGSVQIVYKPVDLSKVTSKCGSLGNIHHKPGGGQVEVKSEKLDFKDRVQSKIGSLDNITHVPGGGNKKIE
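Recombinant K18 P301L […], labeled with Alexa 594 at 0.24 uM over 15 uM unlabeled; heparin inducer 20 uM final; 37 C, 6 hr; FP endpoint.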
TRb SRC2 PPI: qHTS for Inhibitors of the Interaction of Thyroid Hormone Receptor and Steroid Receptor Coregulator 2 | AID 1469, 2008 | Thyroid hormone receptor beta (Homo sapiens), P10828 | Potency, µM (series often up to 106 µM), for the others: at the highest dose activity change, negative = inhibition, usual class: inhibitors | TRbeta-SRC2 peptide binding, fluorescence polarization; receptor liganded with 1 µM T3 | 280,000 compounds, 0.065% hits;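 note: potency is the fitted concentration of half-maximal effect; plate controls were bound peptide for no effect and peptide without receptor for full effect; nearly all actives have a fitted effect of over 50% in size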
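Fluorescence polarization of 20 nM Texas Red SRC2 peptide with 0.6 uM human TRb ligand-binding domain, in Tris buffer with 1uM T3 and 5% DMSO. Incubated 5 hr ambient; normalized to unbound and bound controls.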
Epigenetic reg: Quantitative High-Throughput Screen for Regulators of Epigenetic Control; murine LDR cells, GFP reporter derepression, 30 h; Potency, µM (highest dose often 53.9 µM), without a hit: at the top dose GFP activation, usual class: activators; 280,000 compounds, 0.2% hits; AID 1865, 2009; note: potency is the fitted concentration of half-maximal effect; % of control where 0% means no effect; nearly all actives have a fitted effect of over 60% in size
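Murine LDR cells bearing a silenced CMV-driven GFP reporter were exposed to compound for 30 h at 37 C. After PBS washes, GFP-positive cells (20-120 um objects) counted by laser-scanning microplate cytometry.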
NPSR antagonist: qHTS Assay for Antagonists of the Neuropeptide S Receptor: cAMP Signal Transduction. Q6W5P4. CHO-NPSR cells, cAMP TR-FRET, antagonist mode. Potency, µM (doses to about 38.3 µM), for inactives: at the top dose activity change, negative = inhibition, actives largely listed as inhibitors. 220,000 compounds, 1% hits. AID 1461, 2008; note: potency is the fitted concentration of half-maximal effect; % is set by controls: 0 for no effect and ±100 for the full control effect; nearly all actives have a fitted effect of over 50% in size; many of its hits are not listed in these tables
TexasRed fluor: Total Fluorescence Counterscreen for Inhibitors of the Interaction of Thyroid Hormone Receptor and Steroid Receptor Coregulator 2 | TRb/SRC2 Texas Red total fluorescence interference | Potency, µM (doses to about 106 µM), for inactives: top-dose fluorescence change, negative = quenching | 280,000 compounds, 0.29% hits | AID 1479, 2009; active = well fitted curve in either direction with a large enough effect; inconclusive = small, poorly fitted or top-dose-only effect; note: potency is the fitted concentration of half-maximal effect; % is set by controls: 0 for no effect and ±100 for the full control effect
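Human TRb ligand-binding domain at 0.6 uM with 20 nM Texas Red SRC2 peptide in Tris buffer containing 1 uM T3 and 5% DMSO, incubated with compound 5 h at ambient temperature. Total fluorescence (555/632 nm) calculated as parallel + 2 × perpendicular.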
GLA spleen mod: qHTS Assay for Inhibitors and Activators of Human alpha-Galactosidase From Spleen Homogenate. human spleen homogenate, 4MU-alpha-Gal fluorescence, 40 min. Potency, µM (highest dose often 80 µM), without a hit: top-dose activity change, negative = inhibition, hits mostly inhibitors. AID 2107, 2009. 240,000 compounds, 0.008% hits;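 note: potency is the fitted concentration of half-maximal effect; 0% = enzyme with vehicle and -100% = no enzyme basal signal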
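Human spleen homogenate (1 ug) was the enzyme source, with 4-methylumbelliferyl-alpha-D-galactopyranoside (1 mM final) in pH 5.0 citrate buffer with 0.01% Tween-20. Compounds were titrated; after 40 min at 37C, NaOH/glycine stop, 4-MU fluorescence read; AC50 from Hill fits.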
CBFb RUNX1 block: qHTS Assay for Compounds Blocking the Interaction Between CBF-beta and RUNX1 for the Treatment of Acute Myeloid Leukemia; AlphaScreen CBFb-His/RUNX1-biotin binding, biochemical; Potency, µM (series often up to 59.8 µM), for inactives: at the highest dose activity, negative = inhibition, usual class: inhibitors; 230,000 tested, under 10 active; note: % of control where 0% means no effect
Target sequence (Q01196 whole entry, looked up): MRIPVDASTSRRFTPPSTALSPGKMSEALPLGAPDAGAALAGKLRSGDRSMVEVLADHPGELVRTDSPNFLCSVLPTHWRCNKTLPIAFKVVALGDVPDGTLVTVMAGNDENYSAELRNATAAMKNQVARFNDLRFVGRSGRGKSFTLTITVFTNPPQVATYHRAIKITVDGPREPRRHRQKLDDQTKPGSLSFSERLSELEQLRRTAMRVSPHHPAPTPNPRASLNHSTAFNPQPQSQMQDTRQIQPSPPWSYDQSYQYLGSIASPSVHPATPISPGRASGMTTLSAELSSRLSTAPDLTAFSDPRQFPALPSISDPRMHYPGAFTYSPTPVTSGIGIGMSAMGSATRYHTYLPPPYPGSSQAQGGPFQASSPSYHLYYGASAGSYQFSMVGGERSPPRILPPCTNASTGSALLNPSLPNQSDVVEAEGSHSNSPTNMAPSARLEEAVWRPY
Target sequence (Q13951 whole entry, looked up): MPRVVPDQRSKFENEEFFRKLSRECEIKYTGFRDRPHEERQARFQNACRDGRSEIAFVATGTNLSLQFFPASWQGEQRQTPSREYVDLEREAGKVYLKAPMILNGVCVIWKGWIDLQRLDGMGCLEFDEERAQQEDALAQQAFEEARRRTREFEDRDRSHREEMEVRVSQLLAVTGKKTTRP
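His-tagged CBF-beta and biotinylated RUNX1 (30 nM each) were premixed 20 min at room temperature, exposed to compound for 15 min, then given nickel-chelate and streptavidin AlphaScreen beads (50 ng each). After 90 min, AlphaScreen signal was read.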
Tau fluor cs: Counterscreen qHTS for Inhibitors of Tau Fibril Formation, Fluorescence Polarization; tau K18 P301L (four-repeat tau fragment) Alexa594 fluorescence, heparin fibrillization; Potency, µM (doses to about 57.7 µM), for inactives: at the top dose activity change, negative = decrease; 280,000 compounds, 0.93% hits; note: potency is the fitted concentration of half-maximal effect; % is set by controls: 0 for no effect and ±100 for the full control effect; nearly all actives have a fitted effect of over 55% in size
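Human K18 P301L tau (15 uM unlabeled plus 0.24 uM Alexa 594-labeled, final) in 100 mM sodium acetate pH 7 was mixed with compound and 20 uM heparin and incubated 6 hr at 37 C.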
Starred values were filed as active, the others as inactive; u = inconclusive; x = not tested or not shown; & = joins results of further samples; [ ] = dose if it differs, or a comment. Unless noted, calls come from the whole dose curve; as a rule, active = well fitted curve in the direction sought with a large enough effect; inconclusive = small, poorly fitted or top-dose-only effect, or another doubt; inactive = no such curve, though single readings can be large; an effect the other way counts as inactive or inconclusive. Only part of the results is shown, so the mix of outcomes need not match the whole.

(1) Cc1oc2c(c1C(=O)Nc1cccc(Br)c1)C1=NCCN1C=N2
(2) Cc1ccc(-c2nc3cnccn3c2Nc2ccccc2)o1
(3) Cc1nc(NCCO)c2nc(-c3ccccc3)n(CCCN(C)C)c2n1
(4) CCc1c(C)nc2cc(-c3ccc(OC)c(OC)c3)nn2c1NCC1CC1
(5) Cc1cc(C)c(NC(=O)CN(C2CCCCC2)C2CCCCC2)c(C)c1
(6) CCCCC(CC)CN1C(=O)/C(=C/c2ccncc2)SC1=S (stereo not given)
(7) Cc1ccc2c(c1)CC[C@H]1CC(=O)CC[C@@]21C
(8) Cn1c(SCC(=O)N2CCCCCC2)nc2c([nH]c3ccccc32)c1=O
screen / no.	1	2	3	4	5	6	7	8
Tau FP inhib	-2%	5%	13%	2%	6%	-4%	-1%	1%
TRb SRC2 PPI	0%	1%	0%	4%	-10%	u	7%	8%
Epigenetic reg	2.5%	18%	-1.1%	-6.9%	0.1%	-1.2%	-1.3%	-2.1%
NPSR antagonist	x	-3%[46.1 µM]	x	13µM*	u	-23%[46.1 µM]	x	-16%[46.1 µM]
TexasRed fluor	-3%	1%	-2%	-2%	-4%	-1%	0%	0%
GLA spleen mod	x	3%	-2%	7%	-2%	-1%	-23%	-2%
CBFb RUNX1 block	x	-1%	18%	0%	8%	2%	11%	1%
Tau fluor cs	-13%	-10%	6%	1%	0%	-17%	-7%	-6%

(9) COc1ccc(-c2ccc(S(=O)(=O)n3nc(OC(=O)c4cccs4)cc3N)cc2)cc1
(10) COc1cc(/C=C/C(=O)O)cc(S(=O)(=O)Nc2ccc3nc(C)sc3c2)c1OC
(11) COc1ccc(-c2cn3c(C)c(C(=O)Nc4ccncc4)sc3n2)cc1
(12) COc1ccc(-n2c(SCC(N)=O)nnc2-c2ccccc2F)cc1
(13) CCn1nc(-c2ccccc2)c2nc3ccccc3nc21
(14) Nc1ccc(SCCN2C(=O)c3ccccc3C2=O)cc1
(15) CCN1CCN(c2ncc3c(n2)CCN(Cc2ccc(Br)s2)C3)CC1
(16) O=C(CCc1ccccc1)OCC(=O)c1cccc([N+](=O)[O-])c1
screen / no.	9	10	11	12	13	14	15	16
Tau FP inhib	-9%	-2%	-1%	-2%	-11%	3%	3%	8%
TRb SRC2 PPI	-3%	-2%	10%	-3%	0%	0%	-7%	-2%
Epigenetic reg	-2.3%	-1.1%	11%	-1.0%	18%	-1.0%	2.0%	-0.1%
NPSR antagonist	7%	14%	u	11%	-9%[46.1 µM]	-8%[46.1 µM]	x	1%
TexasRed fluor	1%	-1%	-1%	0%	-6%	0%	0%	-4%
GLA spleen mod	3%	5%	0%	-24%	11%	7%	x	-5%
CBFb RUNX1 block	2%	2%	1%	2%	u	-1%	x	-15%
Tau fluor cs	-19%	0%	-24%	-5%	-26%	-18%	6%	-11%

(17) CCOCC(=O)Nc1c(C(=O)Nc2ccc(OC)cc2OC)oc2ccccc12
(18) Cc1ccc(/C(O)=C/C(=O)C(=O)NC23CC4CC(CC(C4)C2)C3)cc1
(19) CC(C)(C)NC(=O)C1CC(=O)OC12CCCCC2 (stereo not given)
(20) O=C(NCCO)C1CCN(C(=O)c2ccc(-c3ccccc3)cc2)CC1
(21) CN(Cc1cccs1)C(=O)c1ccc(S(=O)(=O)NCc2ccco2)cc1
(22) COc1ccc(S(=O)(=O)N2CCC(C(=O)N3CCCC3)CC2)cc1
(23) Cc1ccc(-c2c3c(=O)n(C)c(=O)n(C)c3c3c(C)nc4ccccc4n23)cc1
(24) N#C/C(=C/c1ccc(Cl)cc1)c1nc(-c2ccc(Br)cc2)cs1
screen / no.	17	18	19	20	21	22	23	24
Tau FP inhib	-14%	-3%	0%	-6%	2%	-15%	-12%	-9%
TRb SRC2 PPI	-22%	-7%	-3%	15%[53 µM]	5%	-5%	-8%	1%
Epigenetic reg	-7.9%	2.1%	-0.6%	1.0%	2.2%	2.7%	0.1%	0.0%
NPSR antagonist	9%[46.1 µM]	24%	-2%[46.1 µM]	-24%	2%	0%[46.1 µM]	x	x
TexasRed fluor	-3%	-4%	0%	0%[53 µM]	-1%	0%	u	-1%
GLA spleen mod	13%	4%	-5%	8%	-3%	-2%	x	x
CBFb RUNX1 block	12%	-19%	5%	9%	3%	0%	x	x
Tau fluor cs	-22%	-9%	0%	-6%	14%	-1%	-7%	-15%

(25) CC[C@H]1OC(=O)[C@H](C)[C@@H](O[C@H]2C[C@@](C)(OC)[C@@H](O)[C@H](C)O2)[C@H](C)[C@@H](O[C@@H]2O[C@H](C)C[C@H](N(C)C)[C@H]2O)[C@](C)(O)C[C@@H](C)CN(C)[C@H](C)[C@@H](O)[C@]1(C)O
(26) CCCSc1ncccc1C(=O)O
(27) CCC(=O)Nc1cc(C)c(OC)c(C)c1
(28) Cc1cc(N2CCOCC2)nc(C(C)C)n1
(29) O=C(Cn1c2c(sc1=O)C1c3ccccc3OCC1CS2)Nc1ccc(Cl)c(Cl)c1 (stereo not given)
(30) Cc1ccc(CSCC(=O)Nc2ccccc2F)cc1
(31) COc1cc(CC(=O)Nc2cc(S(C)(=O)=O)ccc2Cl)cc(OC)c1OC
(32) CCOC(=O)c1cc(S(=O)(=O)N2CCN(c3cc(Cl)ccc3C)CC2)[nH]n1
screen / no.	25	26	27	28	29	30	31	32
Tau FP inhib	x	-1%	4%	-4%	-12%	12%	1%	8%
TRb SRC2 PPI	0%	4%	7%	2%	-4%[53 µM]	-5%	-12%	10%
Epigenetic reg	x	0.0%	-5.8%	-0.3%	9.0%	1.3%	6.7%	-3.3%
NPSR antagonist	x	5%	13%	14%	-11%	-4%	-3%	x
TexasRed fluor	-3%	2%	-1%	-4%	-3%[53 µM]	2%	-3%	-19%
GLA spleen mod	-11%	1%	-2%	-1%	1%	4%	-1%	x
CBFb RUNX1 block	27%[21.7 µM]	0%	4%	11%	-1%	26%	10%	x
Tau fluor cs	x	-13%	2%	-3%	u	4%	9%	-11%

(33) Cc1cc(=O)n(Cc2cccc(Br)c2)c2c1c(C)nn2-c1ccccc1
(34) CCOc1ccc(S(=O)(=O)NCc2ccc3c(c2)CCN3C(=O)c2ccc(C)cc2)cc1
(35) CCOC(=O)CCSc1nc(C)c2cc(C)c(C)cc2n1
(36) O=C(O)c1ccccc1SCc1cn2cc(Br)ccc2n1
(37) CCCCOC(=O)C(C#N)c1nc2ccccc2nc1N1CCN(Cc2ccc3c(c2)OCO3)CC1 (stereo not given)
(38) CCCCNS(=O)(=O)c1ccc(NC(=O)C(Sc2ccccc2)c2ccccc2)cc1 (stereo not given)
(39) Cc1ccc(-c2c3c(nc4sc(C(N)=O)c(N)c24)CCCC3)o1
(40) Cc1ccc(Nc2c(-c3cccnc3)nc3ccc(Br)cn23)cc1
screen / no.	33	34	35	36	37	38	39	40
Tau FP inhib	-2%	5%	-7%	3%	-3%	u	-1%	-4%&4%
TRb SRC2 PPI	5%	-4%	-26%	-9%	-9%	8%	3%	4%&6%
Epigenetic reg	0.0%	-4.5%	4.7%	-2.4%[10.1 µM]	u	-0.9%	-3.5%	-7.4%&0.7%
NPSR antagonist	x	x	-15%[46.1 µM]	-16%	-18%[46.1 µM]	-57%	-8%	-28%
TexasRed fluor	3%	-2%	-1%	-1%	0%	1%	-4%	-1%&-1%
GLA spleen mod	x	x	0%	3%	-13%	3%	0%	1%
CBFb RUNX1 block	x	x	10%	4%	0%	5%	22%	3%
Tau fluor cs	-10%	-11%	-12%	3%	-17%	u	-29%	-8%&-6%

Entries of single compounds, quoted from the list. Order of values: Tau FP inhib	TRb SRC2 PPI	Epigenetic reg	NPSR antagonist	TexasRed fluor	GLA spleen mod	CBFb RUNX1 block	Tau fluor cs
Shown for Cc1cc(N2CCOCC2)nc(C(C)C)n1 : -4%	2%	-0.3%	14%	-4%	-1%	11%	-3%
Shown for Cc1nc(NCCO)c2nc(-c3ccccc3)n(CCCN(C)C)c2n1 : 13%	0%	-1.1%	x	-2%	-2%	18%	6%
Shown for O=C(CCc1ccccc1)OCC(=O)c1cccc([N+](=O)[O-])c1 : 8%	-2%	-0.1%	1%	-4%	-5%	-15%	-11%
Shown for Cc1ccc(-c2c3c(=O)n(C)c(=O)n(C)c3c3c(C)nc4ccccc4n23)cc1 : -12%	-8%	0.1%	x	u	x	x	-7%

(more compounds)
(41) CC1Oc2ccccc2N(CC(=O)c2ccccc2)C1=O (stereo not given)
(42) c1cnc(-c2noc(CN3CCN(C4C5CC6CC(C5)CC4C6)CC3)n2)cn1 (stereo not given)
(43) COc1c(C)cc(Br)cc1C(=O)Nc1ccc(S(N)(=O)=O)cc1
(44) COc1ccc(N2CCN(CC(=O)Nc3c(C)cc(C)cc3C)CC2)cc1
(45) CC(=O)NS(=O)(=O)c1ccc(NC(=O)CSc2ccc(Cl)cc2)cc1
(46) COc1cccc(C(=O)Nc2ccc(S(=O)(=O)Nc3cc(C)nc(C)n3)cc2)c1
(47) CCCC1=[N+](CC(=O)c2ccc(Br)cc2)CCn2cccc21
screen / no.	41	42	43	44	45	46	47
Tau FP inhib	0%	-2%	-8%	2%	-1%	-6%[2.34 µM]	3%
TRb SRC2 PPI	0%	3%[53 µM]	-1%	1%	0%	0%	5%
Epigenetic reg	-1.0%	9.2%	0.0%	-3.7%	-2.4%	2.2%	0.0%
NPSR antagonist	-11%[46.1 µM]	5%	-20%	-9%[46.1 µM]	3%	-11%	-16%
TexasRed fluor	-9%	-1%[53 µM]	5%	-1%	-1%	-4%	4%
GLA spleen mod	8%	0%	-6%	-4%	-5%	2%	-2%
CBFb RUNX1 block	9%	8%	1%	2%	2%	4%	-8%
Tau fluor cs	2%	-8%	-1%	-7%	-7%	3%[2.34 µM]	-27%

Assay outcomes deposited in PubChem BioAssay by National Center for Advancing Translational Sciences (NCATS).
